TRPC6 act – activates the mouse TRPC6 cation channel | B-score at 10 µM | 310,000 compounds, 0.13% hits | Q61143 | HEK293-TRPC6 membrane potential dye fluorescence; hits give high values;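 active = B-score of the integrated fluorescence ratio above library mean plus 3 SD, and starting fluorescence ratio within library mean plus 5 SD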;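 also: higher score means more depolarization so channel activation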
Target sequence (Q61143 whole entry, looked up): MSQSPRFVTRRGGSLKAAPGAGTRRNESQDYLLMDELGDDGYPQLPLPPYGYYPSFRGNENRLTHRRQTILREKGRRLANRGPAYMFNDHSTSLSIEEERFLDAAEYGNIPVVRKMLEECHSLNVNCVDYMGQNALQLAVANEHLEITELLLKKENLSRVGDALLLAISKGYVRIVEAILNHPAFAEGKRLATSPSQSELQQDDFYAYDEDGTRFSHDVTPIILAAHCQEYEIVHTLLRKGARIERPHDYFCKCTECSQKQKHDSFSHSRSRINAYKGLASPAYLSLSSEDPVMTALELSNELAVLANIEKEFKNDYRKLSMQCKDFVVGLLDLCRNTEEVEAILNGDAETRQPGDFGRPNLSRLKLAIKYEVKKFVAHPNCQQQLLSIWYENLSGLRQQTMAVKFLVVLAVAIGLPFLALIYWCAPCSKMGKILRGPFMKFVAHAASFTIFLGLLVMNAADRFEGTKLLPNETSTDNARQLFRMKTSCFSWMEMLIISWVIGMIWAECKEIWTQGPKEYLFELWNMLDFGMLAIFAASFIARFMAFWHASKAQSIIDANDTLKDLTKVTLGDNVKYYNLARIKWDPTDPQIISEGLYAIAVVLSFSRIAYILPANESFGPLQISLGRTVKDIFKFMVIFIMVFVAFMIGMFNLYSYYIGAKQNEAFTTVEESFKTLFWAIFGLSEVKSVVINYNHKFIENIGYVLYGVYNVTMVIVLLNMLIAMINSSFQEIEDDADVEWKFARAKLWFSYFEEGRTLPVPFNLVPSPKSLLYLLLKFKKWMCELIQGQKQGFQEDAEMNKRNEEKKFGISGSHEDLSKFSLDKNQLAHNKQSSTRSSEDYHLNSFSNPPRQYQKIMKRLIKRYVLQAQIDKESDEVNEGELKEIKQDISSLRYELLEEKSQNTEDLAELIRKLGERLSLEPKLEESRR
MrgX1 ag – activates human MrgX1 receptor signaling | Q96LB2 | MrgX1-HEK293 cells, Fluo-4 calcium fluorescence, agonist mode; hits give high values | B-score at 10 µM | 310,000 compounds, 0.44% hits | AID 588627;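 active = calcium response B-score plate-corrected fluorescence ratio at least 3 library SD, with starting fluorescence B-score inside 5 SD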
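times = overnight plating, then 30 min 37 °C plus 30 min room-temperature dye loading | assay system = stable human MrgX1 HEK293 cell line | input = fifteen thousand cells per well | signal = kinetic calcium dye fluorescence, Fluo-4 NW | dosing = compound delivered in addition one of three | read-out = B-scored fluorescence response ratio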
TRPC6 inh – blocks the mouse TRPC6 cation channel; HEK293-TRPC6, membrane potential dye, ACh-evoked depolarization; hits give low values; B-score at 10 µM; 310,000 compounds, 1.1% hits;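 active = B-score under library mean minus 3 SD, initial fluorescence not abnormally high, positive integrated signal ratio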;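 also: B-score derived from integrated fluorescence ratio over the kinetic read; more negative B-score means stronger inhibition of depolarization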
TRPC4 block – inhibitors of mouse TRPC4 channel. Q9QUQ5. HEK293 TRPC4beta/mu-opioid, DAMGO-evoked Fluo4 calcium flux; hits give low values. B-score at 10 µM. 300,000 compounds, 0.39% hits. AID 2247;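 active = B-score over 3 SD under the library average, no early fluorescence shift, positive overall ratio signal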
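Material: HEK293 cells with stable TRPC4beta plus mu-opioid receptor expression / Probe or stimulus: DAMGO in two steps, submaximal then maximal / Compound: single concentration per test compound / Technique: kinetic Fluo4 fluorescence imaging of calcium influx / Read-out: per-well B score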
HIF act – HIF pathway transcriptional activation; U2OS HRE-luciferase reporter, luminescence; normalized: DMSO 0%, desferrioxamine 100%; activation, % at 7.5 µM (by protocol); 300,000 compounds, 0.32% hits; AID 1910;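 active = mean activation of at least 10% of the iron chelator positive control signal, with at least half of replicates also reaching 10%; inconclusive = mean and replicate majority disagree about reaching 10%; inactive = mean and most replicates under 10%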
TRPC4 act – TRPC4 (mouse) channel activation; 310,000 compounds, 0.49% hits; HEK293 TRPC4beta/mu-opioid, Fluo4 calcium fluorescence; hits give high values; AID 2237; Q9QUQ5; B-score at 10 µM;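 active = B-score above 5 SD of library B-scores, and initial fluorescence ratio not above library mean plus 5 SD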;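 also: positive B-score marks a calcium rise read as TRPC4 activation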
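Assay system: HEK293 stable line with TRPC4beta plus mu-opioid receptor; schedule: 45 min room-temperature Fluo4 loading, 110 s read; technique: kinetic Fluo4 calcium fluorescence; evaluation: integrated baseline-normalised fluorescence ratio, converted to per-well B score; controls: buffer (low) and maximal DAMGO (high)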
MrgX1 antagonist – antagonists of human MrgX1 receptor | Q96LB2 | MRGX1-HEK293 calcium flux, Fluo-4, BAM8-22 antagonism; hits give low values | B-score at 10 µM | 310,000 compounds, 1.3% hits;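 active = calcium-response B-score plate-corrected more than 3 library SD below zero, starting fluorescence within 5 deviations, no agonist response on first addition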;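 also: peak minus trough fluorescence over baseline after final BAM8-22 challenge near maximal dose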
TRPC4 PAM – allosterically enhances the mouse TRPC4 cation channel; 310,000 compounds, 0.42% hits; HEK293 TRPC4beta/mu-opioid, DAMGO EC20, Fluo-4 Ca2+ flux; hits give high values; B-score at 10 µM; Q9QUQ5;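 active = B-score of calcium response area above 5 SD of library B-scores, with initial fluorescence ratio within 5 SD of library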;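 also: B-score of integrated fluorescence ratio over time as area under calcium response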
MrgX1 PAM – allosterically activates human MrgX1 receptor signaling. B-score at 10 µM. AID 588675. 310,000 compounds, 0.63% hits. MrgX1-HEK293, Fluo-4 calcium flux, FDSS; hits give high values. Q96LB2;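 active = plate-corrected calcium response at least 3 library SD above typical, normal starting fluorescence, not activating the receptor alone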;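 also: compound read alongside a low EC10 to EC30 dose of BAM8-22 agonist; peak minus trough fluorescence over baseline measured at the second addition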
AI-2 QS modul – modulates the Vibrio harveyi AI-2 quorum sensing system; 300,000 compounds, 0.4% hits; activity change, % at 7.5 µM; Vibrio harveyi JMH597 AI-2 luminescence/OD600 ratio, 9 h; hits give low values; strain lacks LuxN and CqsS sensors; 0 = neutral-control median; in the data active = activity change below about -75%, passing the limit was not always enough; inconclusive = no clear call, values can overlap the other calls;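 also: luminescence divided by OD600 gain over 9 h not by final OD600 alone; inactives centre near 13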
PolyA inh – blocks polyadenylation in yeast reporter cells; S. cerevisiae SKY197-pL101 polyadenylation reporter, beta-gal luminescence; efflux-impaired pdr1/pdr3 knockout yeast; score 100 = 6 SD above DMSO; calls only at 12 µM; 300,000 compounds, 0.02% hits; AID 1875;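 active = lowest replicate activity score at least 50, where 100 means six control SD above control mean; inconclusive = lowest score under 50 but half or more replicates reach 50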;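 also: yeast exposed to compound for 9 h at 30 °C; higher score means more reporter readthrough which indicates perturbed polyadenylation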
Numbers without * were called inactive; i = inactive; ? = inconclusive; nt = no result given. This is a subset; rates above refer to the full screens.

SMILES | TRPC6 act | MrgX1 ag | TRPC6 inh | TRPC4 block | HIF act | TRPC4 act | MrgX1 antagonist | TRPC4 PAM | MrgX1 PAM | AI-2 QS modul | PolyA inh
CN(C)c1ccc(/C=C/C(=O)c2cccc(Br)c2)cc1 | i | i | i | i | 1.8 | 99* | i | 18* | i | 5.4 | i
O=C(NCCc1ccccc1)C1CCCN1C(=O)Nc1cccc(Cl)c1 (stereo not given) | i | i | i | i | 0.2 | i | i | i | i | 20.6 | i
NS(=O)(=O)c1ccc(N2CCCCCC2)c([N+](=O)[O-])c1 | i | i | i | i | -0.6 | i | i | i | i | 1.1 | i
CCOC(=O)C1CCCN(C2=C(NS(=O)(=O)c3ccc(Br)cc3)C(=O)c3ccccc3C2=O)C1 (stereo not given) | i | i | i | i | -0.3 | i | i | i | i | 29.4 | i
COc1ccc(Cl)cc1N1C(=O)CC(N2CCc3ccccc32)C1=O (stereo not given) | i | i | i | i | 0.4 | i | i | i | i | 12.0 | i
Cc1ccccc1C(=O)NNC(=O)c1cc(N)cc([N+](=O)[O-])c1 | i | i | i | i | 0.1 | i | i | i | i | 15.9 | i
Cc1ccc(C(=O)OCC(=O)Nc2cccc(S(=O)(=O)NC3=NCCCCC3)c2)c(C)c1 | i | i | i | i | -0.2 | i | i | i | i | 34.9 | i
O=C1CCCC(O)=C1N=Nc1cccc(C(=O)O)c1 | i | i | i | i | 0.1 | i | i | i | i | 13.6 | i
O=C(COc1ccc(S(=O)(=O)NC2CCCCC2)cc1)NCCC1=CCCCC1 | i | i | i | i | -0.1 | i | i | i | i | 10.0 | i
CCOc1ccc(CNCCCSc2ncccn2)cc1OC | i | i | i | i | -1.0 | i | i | i | i | 9.4 | i
COc1cccc(OC)c1OCc1cc(C2C3CCCC=C3C(C#N)=C(N)C2(C#N)C#N)c(C)cc1C (stereo not given) | i | i | i | i | -38.2 | i | i | i | i | 4.4 | i
O=C(Nc1ccc(Cl)cc1)c1ccncc1 | i | i | i | i | -39.2 | i | i | i | i | 1.1 | i
CCOC(=O)N1CCN(S(=O)(=O)c2ccc(C(=O)Nc3nc4ccc(F)cc4s3)cc2)CC1 | i | i | i | i | nt | i | i | i | i | 15.9 | i
O=C(/C=C/c1ccc(F)cc1)c1ccc(N2CCOCC2)cc1 | i | i | i | i | -0.5 | i | i | i | i | 28.0 | i
O=c1[nH]c(CCC2CCCC2)nc2ccccc12 | i | i | i | i | -0.4 | i | i | i | i | 6.7 | i
CN1CCN(C(=O)/C(=C/c2ccccc2F)NC(=O)c2ccccc2)CC1 | i | i | i | i | 0.0 | i | i | i | i | 15.9 | i
Cc1nn(C)c(C(=O)Nc2ccn(Cc3c(F)c(F)cc(F)c3F)n2)c1[N+](=O)[O-] | i | i | i | i | -0.3 | i | i | i | i | 20.2 | i
COc1ccc(OCCSc2nnc(-c3ccccc3)n2N)cc1 | i | i | i | i | 0.9 | i | i | i | i | nt | i
CC(OC(=O)/C=C/c1ccc2ccccc2n1)C(=O)NCc1ccccc1 (stereo not given) | i | i | i | i | 1.3 | i | i | i | i | 1.9 | i
O=C(C[n+]1cc(-c2ccc(Cl)cc2)n2c1CCC2)Nc1nc(-c2ccccc2)cs1 | i | i | i | i | 0.0 | i | i | i | i | 1.1 | i

Full records as entered above. Screens in order: TRPC6 act, MrgX1 ag, TRPC6 inh, TRPC4 block, HIF act, TRPC4 act, MrgX1 antagonist, TRPC4 PAM, MrgX1 PAM, AI-2 QS modul, PolyA inh
Shown for `O=C(C[n+]1cc(-c2ccc(Cl)cc2)n2c1CCC2)Nc1nc(-c2ccccc2)cs1` : i, i, i, i, 0.0, i, i, i, i, 1.1, i
Shown for `O=C(COc1ccc(S(=O)(=O)NC2CCCCC2)cc1)NCCC1=CCCCC1` : i, i, i, i, -0.1, i, i, i, i, 10.0, i
Shown for `Cc1nn(C)c(C(=O)Nc2ccn(Cc3c(F)c(F)cc(F)c3F)n2)c1[N+](=O)[O-]` : i, i, i, i, -0.3, i, i, i, i, 20.2, i

More records:
SMILES | TRPC6 act | MrgX1 ag | TRPC6 inh | TRPC4 block | HIF act | TRPC4 act | MrgX1 antagonist | TRPC4 PAM | MrgX1 PAM | AI-2 QS modul | PolyA inh
O=C(CN1CCCC1)Nc1cccc(Cl)c1Cl | i | i | i | i | 1.1 | i | i | i | i | -4.8 | i
O=[N+]([O-])c1cnc2nc(-c3ccncc3)nn2c1O | i | i | i | i | -0.7 | i | i | i | i | 12.2 | i
COc1cccc(CNC(=O)C2CCCN(S(=O)(=O)N3CC(C)CC(C)C3)C2)c1 (stereo not given) | i | i | i | i | -0.4 | i | i | i | i | 6.4 | i
O=C(Nc1nncs1)C1c2ccccc2Oc2ccccc21 | i | i | i | i | -0.1 | i | i | i | i | 26.0 | i
Cc1cccc(CNCc2ccccc2)c1 | i | i | i | i | 0.3 | i | i | i | i | ? | i
O=C(NCCC1=CCCCC1)c1ccc2c(c1)N(Cc1ccccc1)C(=O)CS2 | i | i | i | i | -0.5 | i | i | i | i | 6.3 | i
COc1ccc(Nc2nc(CC(C)=O)ns2)cc1OC | i | i | i | i | 0.0 | i | i | i | i | 21.1 | i
CCOc1cc(CNCCc2ccc(S(N)(=O)=O)cc2)ccc1OCC(=O)NC(C)(C)C | i | i | i | i | nt | i | i | i | i | 16.7 | i
Cc1oc(C2CC2)cc1C(=O)O | i | i | i | i | 0.6 | i | i | i | i | 16.9 | i
COc1ccc(N2C(=O)CSC2c2cccc(F)c2)cc1 (stereo not given) | i | i | i | i | -15.7 | i | i | i | i | 22.0 | i
S=c1[nH]nc(-c2cccnc2)n1/N=C/c1ccccc1 | i | i | i | i | -0.1 | i | i | i | i | 16.2 | i
CN1OC(COC(=O)c2ccc(Cl)cc2)CC1c1ccccc1 (stereo not given) | i | i | i | i | 0.2 | i | i | i | i | 0.7 | i
Cc1ccc(OCCN(C)C(=O)c2cc(COc3ccc(F)cc3F)on2)cc1 | i | i | i | i | 0.0 | i | i | i | i | 2.0 | i
Cc1ccc(/C(N)=N/OC(=O)CN(C)S(=O)(=O)c2ccc(C)cc2)cc1 | i | i | i | i | -0.1 | i | i | i | i | 5.6 | i
CC1(C)CC(=O)/C(=C\c2cccc([N+](=O)[O-])c2)C(C)(C)N1 | i | i | i | i | -0.1 | i | i | i | i | 24.6 | i
COc1ccc(OC)c(N2C(=O)c3cccnc3C2=O)c1 | i | i | i | i | 1.1 | i | i | i | i | 6.3 | i
COc1ccc(N(CC(=O)Nc2cc(C)on2)S(=O)(=O)c2ccc(Cl)cc2)cc1 | i | i | i | i | nt | i | i | i | i | 3.7 | i
CCN(CC)S(=O)(=O)c1ccc(NC(=O)c2ccc(CN3CCOCC3)cc2)cc1 | i | i | i | i | nt | i | i | i | i | 11.3 | nt
O=C1CCCC/C1=C\Nc1ccc(C(=O)O)c(O)c1 | i | i | i | i | -0.1 | i | i | i | i | 15.0 | i
COc1ccc(C(=O)Nc2ccccc2C)cc1S(=O)(=O)N1CCOCC1 | i | i | i | i | -0.1 | i | i | i | i | 6.1 | i
Cc1ccc(C(=O)NC(=S)Nc2ccccc2C)cc1 | i | i | i | i | 3.0 | i | i | i | i | 15.9 | i
COc1cccc(NC(=O)N2CCC(C(=O)Nc3ccc(C)cc3C)CC2)c1 | i | i | i | i | 2.9 | i | i | i | i | 26.1 | i
S=C(Cc1cccnc1)N1CCOCC1 | i | i | i | i | -0.1 | i | i | i | i | -0.3 | i
CCC(CC)c1nnc(NC(=O)c2nn(C)c(=O)c3ccccc23)s1 | i | i | i | i | -0.5 | i | i | i | i | 50.5 | i
Cc1oc(-c2ccc(F)cc2)nc1CN(Cc1ccccn1)CC1CCCO1 (stereo not given) | i | i | i | i | 0.2 | i | i | i | i | -5.3 | i
O=C(COC(=O)C1=COCCO1)Nc1ccc(F)c(F)c1 | i | i | i | i | 0.1 | i | i | i | i | 20.3 | i
c1csc(-c2cn3ccc4ccccc4c3n2)c1 | i | i | i | i | 4.8 | i | i | i | i | 5.9 | i
COC(=O)C1=C(C)Nc2nc3ccccc3n2C1c1cc(OC)c(OC)c(OC)c1 (stereo not given) | i | i | i | i | 0.4 | i | i | i | i | 14.5 | i
CCOc1cc2c(C#N)c(N(CC)CC)nc(N)c2c(N)n1 | i | i | i | i | 1.2 | i | i | i | i | 5.6 | i
COc1cccc(NC(=O)C23CCC(C)(C(=O)O2)C3(C)C)c1 (stereo not given) | i | i | i | i | 0.0 | i | i | i | i | 14.7 | i
Cc1ccc(OCC(=O)N2CCC3(CC2)CC(=O)c2ccccc2O3)cc1 | i | i | i | i | -0.6 | i | i | i | i | 23.1 | i
S=c1[nH]c2cc(Cl)ccc2s1 | i | i | i | i | 0.1 | i | i | i | i | -78.3* | i
COc1ccc(S(=O)(=O)N(CC(=O)NCc2cccnc2)c2ccc(F)cc2)cc1OC | i | i | i | i | -0.1 | i | i | i | i | 32.4 | i
COc1ccc2cc(C(=O)C3CCCN(C(=O)c4cccnc4)C3)ccc2c1 (stereo not given) | i | i | i | i | 0.9 | i | i | i | i | 13.6 | i
Nc1cccc(S(=O)(=O)Nc2ccc(Br)cc2)c1 | i | i | i | i | 0.0 | i | i | i | i | 53.4 | i
CN1CCN(S(=O)(=O)c2cccc(C(=O)NCc3ccc(Cl)cc3)c2)CC1 | i | i | i | i | -0.2 | i | i | i | i | 10.5 | i
Cc1cccc(N2CCN(C(=O)c3ccc(Cl)c(S(=O)(=O)N4CCc5ccccc5C4)c3)CC2)c1C | i | i | i | i | -0.4 | i | i | i | i | 25.0 | i
O=C(NC(Cc1ccccc1)C(=O)O)/C(=C\c1ccc([N+](=O)[O-])cc1)NC(=O)c1ccco1 (stereo not given) | i | i | i | i | -0.4 | i | i | i | i | 9.9 | i
Cc1ccc(-c2nc3cccnc3o2)cc1NC(=O)COc1ccc(C(C)(C)C)cc1 | i | i | i | i | -0.5 | i | -12.2* | i | i | 10.3 | i
O=C(NCc1ccc2c(c1)CCO2)Nc1ccccc1 | i | i | i | i | 3.0 | i | i | i | i | -82.6* | i

Bioassay records deposited in PubChem BioAssay by several laboratories.
